CAL PDZ FP-1: human CAL PDZ-peptide interaction inhibition; AID 504414; purified CAL PDZ, TMR-peptide fluorescence polarization, 1 h; Q9HD26; inhibition, % at 20 µM; 330,000 tested, 0.02% active;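 active = highest replicate inhibition of at least 40%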;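 note: plate controls were DMSO neutral control wells for no effect and unlabeled competitor peptide control wells for full effect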
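Assay system – tagged CAL PDZ protein CerCALP, purified · Timing – 1 h at RT · Compound – single point, 20 µM · Measured by – fluorescence polarization from S- and P-plane intensities, G-factor corrected · Evaluation – inhibition from polarization loss · Probe or stimulus – TMR reporter peptide T*-PRC34 · Buffer or medium – pH 7.4 phosphate-saline buffer, reducing agent, detergent, IgG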
AddAB inh: less growth of phage-infected E. coli with AddAB; inhibition, % at 11.9 µM; 330,000 tested, 0.29% active; AID 435030; E. coli expressing H. pylori AddAB, absorbance growth; in the data active = inhibition above about 12%;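 note: 0% = vehicle wells of infected cells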
Ecoli viability: counter-screen for AddAB inhibitors: E. coli growth inhibition | E. coli V3065 growth, OD600 absorbance, 18 h | inhibition, % at 11.9 µM | 330,000 tested, 0.27% active;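 active = inhibition above the campaign's mean inhibition across all tested compounds plus 3 SD, cut at about 9.9% in these data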;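 note: uninfected addAB+ strain grown without phage in ampicillin broth; 0% = DMSO wells and 100% = ciprofloxacin 0.95 µg/ml wells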
Tat transport: blocks Tat-dependent protein export in E. coli. E. coli MC4100 TorA-mCherry Tat export, fluorescence. inhibition, % at 10 µM. 340,000 tested, 0.036% active. AID 488895;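 active = mean replicate inhibition at least 50% and at least half of replicates individually reaching 50%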;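 note: exported cargo escapes ClpAP degradation while cytoplasmic cargo is degraded and loses fluorescence; 0% = median of neutral control wells and 100% = median of NaSCN control wells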
SR-BI uptake up: SR-BI HDL lipid transfer activation | CHO ldlA[mSR-BI] cells, DiI-HDL uptake fluorescence, 3 h; 100 = double the neutral-control signal | activation, % at 12.5 µM | 320,000 tested, 0.096% active;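 active = mean replicate activation of at least 60% and every replicate at or above 60%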;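 note: 0% = median plate neutral-control signal and 100% = twice that signal; values of inactives mirror those of a sister screen read the other way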
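Test system: SR-BI-overexpressing, LDLR-lacking CHO cells; Medium: Ham's F12 with 0.5% BSA, HEPES 25 mM, pH 7.4; Schedule: 3 h, 37 °C; Technique: bottom-read fluorescence, 550/595 nm.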
phage Ecoli inh: E. coli growth loss with phage present; growth absorbance; inhibition, % at 11.9 µM; 360,000 tested, 0.26% active; AID 651602; in the data active = inhibition above about 11%
SR-BI DiI inh: mouse SR-BI HDL lipid transfer inhibition. Q61009. ldlA[mSR-BI] CHO cells, DiI-HDL uptake fluorescence, 3 h. inhibition, % at 12.5 µM. 320,000 tested, 0.96% active. AID 488896;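 active = mean replicate inhibition of at least 70% and a set share of replicates each scoring 70 or more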;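 note: 0% = median of neutral control wells and 100% = median of positive control wells; values of inactives mirror those of a sister screen read the other way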
Target sequence (Q61009 whole entry, looked up): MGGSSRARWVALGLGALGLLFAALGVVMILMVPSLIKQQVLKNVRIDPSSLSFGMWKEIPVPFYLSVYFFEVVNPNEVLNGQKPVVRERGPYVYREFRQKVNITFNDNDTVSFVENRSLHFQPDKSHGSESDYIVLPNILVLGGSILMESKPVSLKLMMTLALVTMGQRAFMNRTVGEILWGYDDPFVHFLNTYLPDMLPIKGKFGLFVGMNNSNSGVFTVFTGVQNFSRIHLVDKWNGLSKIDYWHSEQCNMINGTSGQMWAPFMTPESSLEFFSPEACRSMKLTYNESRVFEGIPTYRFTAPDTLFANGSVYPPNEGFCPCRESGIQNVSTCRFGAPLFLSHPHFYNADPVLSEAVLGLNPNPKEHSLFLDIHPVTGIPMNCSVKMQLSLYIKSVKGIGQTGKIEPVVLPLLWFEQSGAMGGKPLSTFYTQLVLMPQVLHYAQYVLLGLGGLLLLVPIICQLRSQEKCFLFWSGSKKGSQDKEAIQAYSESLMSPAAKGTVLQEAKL
CAL PDZ FP-2: blocks peptide binding to the human CAL PDZ domain | 300,000 tested, 0.92% active | AID 602252 | Q9HD26 | purified CAL PDZ, TMR-peptide fluorescence polarization, 1 h | inhibition, % at 24.9 µM;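 active = mean inhibition of at least 30% with at least half of replicates also reaching 30%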;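 note: 0% = DMSO neutral control and 100% = excess unlabeled competitor peptide PRC23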
MITF act: increases MITF-driven TRPM1 promoter luciferase signal | SK-MEL-5 TRPM1-promoter luciferase, 24 h; % of positive control, neutral wells = 0 | activation, % at 12.5 µM | 300,000 tested, 0.75% active;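 active = mean activation of at least 80% with every replicate also reaching 80%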;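 note: 0% = neutral control wells and 100% = parthenolide positive control wells; values of inactives mirror those of a sister screen read the other way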
Wnt bcat act: Wnt/beta-catenin pathway activation; Wnt/beta-catenin reporter cell assay, activator, plate reader; activation, % at 9.35 µM; 300,000 tested, 1.2% active; AID 743398; in the data active = activation above about 30%, passing the limit was not always enough;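 note: 0% = neutral control wells and 100% = positive control wells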
Starred values were filed as active, the others as inactive; / = no result given.

mol | CAL PDZ FP-1 | AddAB inh | Ecoli viability | Tat transport | SR-BI uptake up | phage Ecoli inh | SR-BI DiI inh | CAL PDZ FP-2 | MITF act | Wnt bcat act
O=C(C(=O)N1CCOCC1)c1cn(Cc2ccccc2F)c2ccccc12 | -1.0 | 4.7 | 1.4 | 4 | 1 | 1.9 | -1 | -4 | 7 | 0
COC(=O)C1=C(c2ccc(OC(F)(F)F)cc2)C[C@@H]2CC[C@H]1N2C(=O)N1CCC(C)CC1 | -1.2 | 0.7 | -0.6 | 10 | 10 | 3.6 | -10 | 2 | -17 | -4
CC/C(=N\NC(=O)c1ccccc1)c1c(O)n(Cc2ccccc2)c(=O)[nH]c1=O | / | 1.9 | -2.1 | / | / | 2.1 | / | / | / | 4
O=C(c1cccc(C(F)(F)F)c1)N1C[C@H]2C[C@@H](C1)c1cccc(=O)n1C2 | 0.5 | 3.5 | 0.7 | 6 | 7 | 1.4 | -7 | -2 | 1 | 2
C=CC(C)C(C(=O)c1ccccc1)N(C)C (centres undefined) | -2.1 | 2.5 | 1.4 | 6 | 12 | 5.0 | -12 | 4 | -4 | 1
O=C(c1cccc(Cl)c1)C1CCCN(Cc2ccon2)C1 (centres undefined) | -2.9 | 2.6 | 0.2 | 4 | 16 | 3.0 | -16 | 0 | 4 | /
C/C(=N\NC(=O)c1ccccc1)c1c(O)n(Cc2ccccc2)c(=O)[nH]c1=O | / | 0.1 | -1.5 | / | / | 1.9 | / | / | / | 15
O=C(COc1ccc2ccccc2c1)N1CCN(C2CCN(Cc3ccccc3)CC2)CC1 | -1.9 | 0.3 | -3.4 | -2 | -28 | 2.0 | 28 | -3 | / | /
CC1CCCCN1CC(O)c1c[nH]c2ccccc12 (centres undefined) | -0.1 | -1.1 | -1.4 | 7 | -5 | -1.0 | 5 | -6 | -22 | -2
Cn1cc(C(=O)OCC(=O)N2CCCC2)c2ccccc21 | -0.1 | -0.1 | -0.7 | -3 | -8 | -0.6 | 8 | -3 | 11 | 1
COc1cccc(-n2c(/C=C/c3ccccn3)nc3ccccc3c2=O)c1 | 0.2 | / | / | -6 | -12 | -0.8 | 12 | -5 | / | -1
CN1C2CCC1C(C(=O)O)C(OC(=O)c1ccccc1)C2 (centres undefined) | -0.1 | -1.0 | 1.0 | -3 | 5 | 2.2 | -5 | -2 | 2 | -3
Cc1cc(=O)oc2cc(OCC(=O)N3CCN(C(C)c4ccccc4)CC3)c(Cl)cc12 (centres undefined) | -0.3 | -0.3 | -3.0 | 3 | -14 | -1.1 | 14 | 1 | -5 | -2
CC(C)CN1CCN(Cc2ccc(C(F)(F)F)cc2)CC1CCO (centres undefined) | -0.3 | 0.9 | 2.4 | 3 | / | -2.4 | / | -3 | 0 | -1
COc1ccccc1-n1c(O)c(C=NC2CC2)c(=O)[nH]c1=O | 0.1 | 0.3 | -0.8 | 2 | -7 | 1.9 | 7 | -6 | / | /
C=CCc1ccc(OC)cc1 | -0.2 | 4.0 | -0.8 | -3 | 13 | 2.1 | -13 | 5 | 5 | 5
CC(=O)c1c(C)n(CC2CCCO2)c2ccc(O)cc12 (centres undefined) | -1.7 | 1.3 | 0.5 | -1 | 7 | 0.2 | -7 | -3 | -8 | -6
COc1ccc(S(=O)(=O)N2Cc3cnnn3-c3ccccc3C2C#N)cc1 (centres undefined) | 0.6 | / | / | -9 | 10 | 2.1 | -10 | 3 | 2 | 10
COc1ccc(NC(=O)c2cn(CCC#N)nc2-c2cccc([N+](=O)[O-])c2)cc1 | 0.6 | 1.9 | 1.0 | 5 | / | 2.0 | / | 0 | -2 | -3
CN(C)CCNC(=O)c1cccn(Cc2cccc(C(F)(F)F)c2)c1=O | -0.6 | 0.9 | -0.7 | 2 | 6 | 6.1 | -6 | 3 | 8 | 0
Cc1ccc(C)c(NC(=O)CCNC(=O)N2C[C@H]3C[C@@H](C2)c2cccc(=O)n2C3)c1 | 0.5 | 2.9 | 4.5 | 6 | 2 | 4.2 | -2 | 0 | -7 | -2
C[C@H](NC(=O)N1C[C@H]2C[C@@H](C1)c1cccc(=O)n1C2)C(=O)Nc1cccc(F)c1 | -0.6 | 2.4 | -1.7 | 2 | -12 | 1.0 | 12 | 5 | 5 | -2
CCOC(=O)N(C)c1ccc(C(O)(C(=O)OC)C(F)(F)F)cc1 (centres undefined) | -0.4 | -0.6 | 0.2 | -6 | -18 | 0.5 | 18 | 0 | 0 | /
NC1=C([N+](=O)[O-])C(c2ccc3c(c2)OCO3)c2c(c3ccccc3oc2=O)O1 (centres undefined) | / | 1.6 | 1.4 | / | / | 1.6 | / | / | / | 1
Cc1sc2ccccc2c1CC1=NCCN1 | 0.8 | -2.9 | -3.0 | -13 | -3 | 5.2 | 3 | -1 | 4 | 19
CC(=O)OC(C)(C)/C=C/C(=O)[C@](C)(O)[C@H]1[C@H](O)C[C@@]2(C)[C@@H]3CC=C4[C@H](C[C@H](O)C(=O)C4(C)C)[C@]3(C)C(=O)C[C@]12C | 1.1 | / | / | -2 | 18 | / | -18 | -2 | -88 | /
COc1ccc(C[C@H]2NC[C@H](O)[C@H]2OC(C)=O)cc1 | 0.2 | -5.4 | -2.2 | -2 | -4 | 2.1 | 4 | 7 | -81 | -30
Cc1cc[n+](Cc2ccccc2)cc1 | 0.1 | 5.2 | -1.5 | -4 | 32 | 1.5 | -32 | 2 | -3 | -1
COC(=O)C1=C(c2ccccc2)C[C@@H]2CC[C@H]1N2C(=O)NCc1ccc(F)cc1 | 0.4 | 0.2 | -0.8 | 0 | 18 | 1.8 | -18 | -2 | 3 | -2
CCc1cc(=O)oc2cc(OCC(=O)N3C[C@H]4C[C@@H](C3)c3cccc(=O)n3C4)ccc12 | 0.5 | 0.3 | 1.5 | 4 | -1 | 5.1 | 1 | 2 | 4 | -1
Cn1c(O)c(C(=Nc2ccc(F)cc2)c2ccccc2)c(=O)n(C)c1=O | -2.0 | 2.9 | 0.7 | 1 | / | -2.1 | / | -2 | / | 10
O=C1NCCCCC1(Cl)Cl | -1.2 | / | / | -4 | 19 | 2.5 | -19 | -2 | -7 | 1
CCCCn1c(O)c(C(C)=NCC2CCCO2)c(=O)[nH]c1=O (centres undefined) | 1.2 | 1.4 | 1.9 | -5 | -14 | 2.2 | 14 | 1 | / | /
C=C1C[C@]2(O)[C@@]3(C)CCC(=O)C(C)(C)C3=C(O)C(=O)[C@@]2(C)[C@@H]2C(=O)O[C@@](C)(C(=O)OC)C(=O)[C@@]12C | -0.4 | 3.4 | 1.3 | 0 | -12 | 2.0 | 12 | -1 | 12 | -1
Cc1[nH]c2ccccc2c1C(=O)CN1CC=C(c2ccccc2)CC1 | -3.5 | 1.3 | -0.6 | 1 | -6 | 5.1 | 6 | -3 | -12 | -1
Cn1c(O)c(C=NC2C(=O)C3(C)CCC2C3(C)C)c(=O)n(C)c1=O (centres undefined) | -0.3 | 2.1 | -3.6 | -1 | -2 | 1.1 | 2 | 2 | 1 | 0
CC1CN(c2cc([N+](=O)[O-])ccc2Cl)CC(C)N1 (centres undefined) | -0.4 | -0.2 | 0.2 | -8 | 19 | 2.3 | -19 | 4 | 1 | -6
CCOC(=O)C1(CCc2ccccc2)CCN(Cc2ccco2)CC1 | -2.1 | 2.7 | -0.3 | 1 | 13 | 4.9 | -13 | 2 | 4 | -1
CCC(C)C(NC(=O)CCCNC(=O)CCC(=O)OC1O[C@H]2OC3(C)CC[C@H]4[C@H](C)CCC(C1C)C24OO3)C(=O)O (some centres undefined) | 0.2 | 2.7 | 4.5 | 5 | 0 | 4.8 | 0 | -3 | -41 | -14
FCCN(CCF)c1cccc(Cl)c1 | / | -1.8 | -1.4 | / | / | 1.0 | / | / | / | 0

(more compounds)
Fields: CAL PDZ FP-1 | AddAB inh | Ecoli viability | Tat transport | SR-BI uptake up | phage Ecoli inh | SR-BI DiI inh | CAL PDZ FP-2 | MITF act | Wnt bcat act
O=C(c1ccc(CNS(=O)(=O)c2ccc(Br)cc2)cc1)N1CCC2(CC1)OCCO2
 : -3.4 | 5.4 | -0.2 | 1 | 2 | 3.4 | -2 | -2 | -7 | -3
Cc1ccccc1NC(=O)c1cc(-c2ccccc2)n(CCCN2CCOCC2)c1C
 : / | 0.6 | 0.0 | / | / | 0.2 | / | / | / | 1
Cc1ccc(C(=O)C2CN3CCC2CC3)cc1 (centres undefined)
 : -2.3 | 1.4 | 2.9 | -2 | 7 | 0.3 | -7 | -3 | -5 | -3
Cc1ccc2[nH]c(=S)n(-c3cccnc3)c(=O)c2c1
 : -2.6 | 1.8 | 0.0 | -4 | 2 | -1.8 | -2 | / | / | 3
CCn1cc(/C=c2/sc3n(c2=O)C2c4ccccc4OC(C)(N=3)C2C(=O)OC)c(C)n1 (centres undefined)
 : 0.1 | 2.6 | 0.2 | 11 | -44 | 5.0 | 44 | / | -5 | -1
CCOC(=O)c1c(C)[nH]c(C)c1C(=O)C(Cc1ccccc1)N(C)C (centres undefined)
 : 0.0 | -2.1 | -0.7 | 0 | 18 | -0.6 | -18 | -1 | -8 | 2
CCC1(c2cccc(O)c2)CCCCN(C)C1 (centres undefined)
 : -0.5 | -1.4 | -0.9 | 5 | -3 | 3.8 | 3 | -2 | 6 | -2
FC(F)(F)c1ccc2c(c1)nnn2C1CCN(Cc2nnnn2Cc2ccccc2)CC1
 : -2.9 | -1.3 | 1.0 | 3 | -7 | 2.3 | 7 | -1 | -17 | -12

An excerpt from above in order of molecular weight, descending:
Fields: CAL PDZ FP-1 | AddAB inh | Ecoli viability | Tat transport | SR-BI uptake up | phage Ecoli inh | SR-BI DiI inh | CAL PDZ FP-2 | MITF act | Wnt bcat act
Cc1ccccc1NC(=O)c1cc(-c2ccccc2)n(CCCN2CCOCC2)c1C
 : / | 0.6 | 0.0 | / | / | 0.2 | / | / | / | 1
CCCCn1c(O)c(C(C)=NCC2CCCO2)c(=O)[nH]c1=O (centres undefined)
 : 1.2 | 1.4 | 1.9 | -5 | -14 | 2.2 | 14 | 1 | / | /
CCC1(c2cccc(O)c2)CCCCN(C)C1 (centres undefined)
 : -0.5 | -1.4 | -0.9 | 5 | -3 | 3.8 | 3 | -2 | 6 | -2

Screens deposited in PubChem BioAssay by several laboratories.

This is a subset. The share of hits here may be higher or lower than overall.
